Compound activity: PubChem BioAssay, several laboratories
PKA-R2B activ – PKA-R2B complex activation | activation, % at 11.4 µM | AID 504700 | PKA-R2B holoenzyme dissociation, Cy5-IP20 fluorescence polarization; R2B truncated from residue 108, S112A mutant; 0% DMSO only, 100% 113 µM cGMP | P22694+P31323 | actives 0.079% (n = 340,000);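 active = activation above a cutoff set at the mean over all compounds plus 3 SD, cut at about 18% in these data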;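 also: higher means more holoenzyme dissociation and a rise in polarization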
HTR5A inv ctr – inverse agonist of human HTR5A in OPRM1-OPRD1 counter-screen; P47898; HTR5A cell line, luminescence, inverse agonism; inhibition, % at 9.3 µM; actives 0.083% (n = 340,000); AID 504634; in the data active = inhibition mostly above about 23%, no sharp cut-off; inactive = mostly below about 18%;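 also: 0% = cells with DMSO and 100% = no-cell wells with DMSO; some compounds called inactive have numbers as strong as hits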
MOR-DOR ag – agonists of human mu-delta opioid receptor heterodimerization; cells, OPRM1-OPRD1 heterodimerization, luminescence; activation, % at 9.3 µM; actives 0.3% (n = 340,000); AID 504326; in the data active = activation above about 18%;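 also: 0% = vehicle-treated cells and 100% = reference agonist; values of inactives mirror those of a sister screen read the other way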
Target sequence (P35372 whole entry, looked up): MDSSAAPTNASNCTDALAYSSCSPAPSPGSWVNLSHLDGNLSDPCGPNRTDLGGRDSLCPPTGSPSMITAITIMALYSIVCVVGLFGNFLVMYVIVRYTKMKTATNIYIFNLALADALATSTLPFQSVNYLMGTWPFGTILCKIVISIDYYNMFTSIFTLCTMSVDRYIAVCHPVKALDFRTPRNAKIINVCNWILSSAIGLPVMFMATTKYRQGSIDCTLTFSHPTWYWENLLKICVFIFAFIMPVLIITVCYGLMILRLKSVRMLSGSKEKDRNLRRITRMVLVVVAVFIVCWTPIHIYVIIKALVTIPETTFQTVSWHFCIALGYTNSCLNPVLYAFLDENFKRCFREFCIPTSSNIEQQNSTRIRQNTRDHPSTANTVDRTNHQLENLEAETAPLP
Target sequence (P41143 whole entry, looked up): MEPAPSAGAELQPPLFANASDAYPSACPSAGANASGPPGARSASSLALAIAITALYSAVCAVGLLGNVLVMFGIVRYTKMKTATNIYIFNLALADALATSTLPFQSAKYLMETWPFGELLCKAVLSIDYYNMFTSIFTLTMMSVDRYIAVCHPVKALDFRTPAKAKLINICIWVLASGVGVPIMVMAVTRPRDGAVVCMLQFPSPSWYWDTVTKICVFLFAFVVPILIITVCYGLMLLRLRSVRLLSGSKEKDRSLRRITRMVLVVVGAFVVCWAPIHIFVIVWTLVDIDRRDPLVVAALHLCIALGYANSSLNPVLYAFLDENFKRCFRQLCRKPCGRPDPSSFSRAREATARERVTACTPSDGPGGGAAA
phage Ecoli inh – E. coli growth loss with phage present; growth absorbance; inhibition, % at 11.9 µM; actives 0.26% (n = 360,000); in the data active = inhibition above about 11%
Tat export inh – blocks Tat-dependent protein export in E. coli; inhibition, % at 10 µM; actives 0.036% (n = 340,000); E. coli MC4100 TorA-mCherry Tat export, fluorescence; AID 488895;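 active = mean replicate inhibition at least 50% and at least half of replicates individually reaching 50%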;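 also: exported cargo escapes ClpAP degradation while cytoplasmic cargo is degraded and loses fluorescence; 0% = median of neutral control wells and 100% = median of NaSCN control wells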
SUMO Mot1 rescue – SUMOylation pathway inhibition by Mot1-301 growth rescue; actives 1% (n = 320,000); growth rescue, % at 18.8 µM; AID 2716; S. cerevisiae Mot1-301 growth rescue, ATP luminescence, 38.5C; percent above DMSO median, 100 means doubled;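 active = every valid replicate shows activation above 250% relative to neutral control wells; inactive = the rest, any valid replicate at or below 250%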;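 also: OY570 slx delta 5 strain wells were the positive control but not used for scaling; some compounds called inactive have numbers as strong as hits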
E coli growth – bacterial growth inhibition, counter-screen for AddAB inhibitors | E. coli V3065 growth, OD600 absorbance, 18 h | inhibition, % at 11.9 µM | actives 0.27% (n = 330,000);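 active = inhibition above the campaign's mean inhibition across all tested compounds plus 3 SD, cut at about 9.9% in these data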;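 also: uninfected addAB+ strain grown without phage in ampicillin broth; 0% = DMSO wells and 100% = ciprofloxacin 0.95 µg/ml wells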
PKA-R1A activ – activates the PKA-R1A holoenzyme complex. P00514+P68181. PKA-R1A dissociation, Cy5-IP20 fluorescence polarization; scaled: DMSO 0%, 113 µM cGMP 100%. activation, % at 11.4 µM. actives 0.083% (n = 340,000). AID 504707;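 active = percent activation above the mean of all tested compounds plus 3 SD, cut at about 19% in these data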;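 also: higher means more PKAc released from R1A so a rise in polarization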
PfHsp90 yeast 2 – inhibits growth of yeast expressing Plasmodium falciparum Hsp90; inhibition, % at 9.4 µM; actives 0.32% (n = 310,000); S. cerevisiae expressing PfHsp90, BacTiter-Glo ATP, 48 h; yeast lacking PDR1 and PDR3 efflux regulators;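 active = every replicate shows inhibition above about 80%, whatever the replicate mean, limit read from the data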;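 also: 0% = DMSO neutral controls and 100% = 20 µM radicicol positive controls; yeast relying on Plasmodium falciparum Hsp90 in place of its own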
AddAB inh – less growth of phage-infected E. coli with AddAB | AID 435030 | actives 0.29% (n = 330,000) | E. coli expressing H. pylori AddAB, absorbance growth | inhibition, % at 11.9 µM; in the data active = inhibition above about 12%;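 also: 0% = vehicle wells of infected cells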
OPRM1-OPRD1 inv – inverse agonists of human mu-delta opioid receptor heterodimerization. P35372+P41143. cell-based MOR-DOR heterodimer luminescence, inverse agonism. inhibition, % at 9.3 µM. actives 0.21% (n = 340,000). AID 504357; in the data active = inhibition above about 22%, passing the limit was not always enough;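 also: 0% = cells with DMSO and 100% = wells without cells with DMSO; values of inactives mirror those of a sister screen read the other way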
* = called active by the depositor; x = no result given.

#	canonical_smiles	E coli growth	PKA-R2B activ	PKA-R1A activ	SUMO Mot1 rescue	PfHsp90 yeast 2	OPRM1-OPRD1 inv
1	CCc1ccc(C(O)(CC(C)C)C(CN2CCOCC2)c2ccccc2)cc1 (centres undefined)	x	-1	-2	157	-21	-32
2	COc1ccc(CC(=O)Nc2ccc(S(=O)(=O)Nc3nccs3)cc2)cc1	-1.0	-1	-2	-1	-31	5
3	Cc1cccc2cc(CN(C(=O)c3cnccn3)C3CCCCC3)c(Cl)nc12	0.2	2	3	-38	7	-36
4	CCn1cc(/C=C(\NC(=O)c2ccccc2F)C(=O)NCCN2CCOCC2)c2ccccc21	0.7	3	1	-8	-28	15
5	COc1cc2c(cc1OC)C(C)N(C(=O)c1ccc(Br)o1)CC2 (centres undefined)	-3.8	-23	2	4	-8	12
6	FC(F)(F)c1ccccc1/C=N/n1c(COc2ccccc2)n[nH]c1=S	-1.0	-2	-8	-7	20	-9
7	Cc1cccc2sc(NNC(=O)c3cc(-c4cccs4)nc4ccccc34)nc12	8.2	-3	-9	-15	-98	-45
8	CCOc1ccccc1N=C1SCC(C)N1C(=O)C1CCN(c2ncnc3sc(C)c(C)c23)CC1 (centres undefined)	x	-8	-22	x	5	3
9	Nc1n[nH]c(N)c1N=Nc1ccc(Cl)cc1Cl	-0.1	1	-9	-6	-2	-8
10	O=C(Cc1cccs1)NNC(=S)NCc1ccco1	-0.2	1	18	-1	12	8
11	O=c1c2c(nc3cc(-c4ccccc4)[nH]n13)CCS2	2.0	-9	1	-4	13	17
12	Cn1nc(C(=O)Nc2ccccc2N2CCOCC2)ccc1=O	2.8	-5	-6	-10	8	16
13	COC(=O)c1ccc2c(=O)n(CCCCCC(=O)NC(C)C)c(=O)[nH]c2c1	-1.8	-10	-11	0	-14	13
14	Cc1csc(SCC(=O)N(C)CC(=O)Nc2ccc(F)cc2)n1	0.3	-16	3	28	x	11
15	CCCc1nc2ccccc2c(=O)n1CC(=O)c1ccc(F)cc1	3.8	5	-12	0	6	15

#	phage Ecoli inh	HTR5A inv ctr	MOR-DOR ag	AddAB inh	Tat export inh
1	0.1	-10	5.6	x	9
2	2.7	6	-0.8	4.4	6
3	2.3	-26	6.5	0.4	-9
4	1.6	-3	-2.9	1.2	-5
5	2.9	-18	-2.3	1.5	1
6	-2.5	-1	1.6	0.2	4
7	5.0	-9	8.7	7.2	-4
8	6.9	-13	-0.5	x	-1
9	2.0	21	1.1	1.1	-2
10	2.2	-4	-1.5	1.1	-4
11	0.8	19	-3.4	1.1	5
12	0.5	13	-4.0	1.3	2
13	-0.1	25	-2.7	-1.2	-5
14	x	16	-2.2	6.3	3
15	1.8	9	-2.6	4.3	0

Next compounds:
#	canonical_smiles	E coli growth	PKA-R2B activ	PKA-R1A activ	SUMO Mot1 rescue	PfHsp90 yeast 2	OPRM1-OPRD1 inv
16	O=C(c1ccco1)N(Cc1ccccc1)c1cccc([N+](=O)[O-])c1	-0.4	1	6	-5	12	10
17	CCOC(=O)c1c(S(=O)(=O)NCC(=O)NCc2cccc(C)c2)c(C)n(C)c1C	-1.6	3	0	0	-10	15
18	COC(=O)c1sc2ncccc2c1OCc1ccccc1Cl	-2.3	-8	1	-9	x	-36
19	O=C(COC(=O)c1ccc(=O)n(Cc2ccccc2)n1)Nc1ccc2c(c1)OCCO2	-1.2	1	-2	-4	-7	10
20	COc1ccc(NC(=O)CSc2nccn2-c2cccc(OC)c2)cc1	3.0	-9	4	-3	5	10
21	Cc1ccc(CNC(=O)C(=O)NCC2CCCN2S(=O)(=O)c2cc(C)ccc2C)cc1 (centres undefined)	-0.6	-11	16	-3	x	5
22	CCN1CCc2c(C#N)c(N3CCOCC3)nc(NCCO)c2C1	-0.4	-4	-7	-15	13	1
23	CN(CCC#N)C(=O)COC(=O)c1c2c(nc3ccccc13)/C(=C\c1ccco1)CC2	x	1	1	x	-11	0
24	CN(C)CCCOc1cccc(Oc2ccccc2)c1	-2.8	-16	1	-18	-27	2
25	CC(C)C(NC(=O)c1ccco1)C(=O)OCC(=O)NCCc1ccccc1 (centres undefined)	-0.5	-7	-2	11	-5	4
26	C=CCN(C(=O)CNC(=O)c1ccco1)C(C(=O)NC1CCCC1)c1cccs1 (centres undefined)	0.7	0	-2	14	-26	20
27	COc1ccc2ccccc2c1C1NC(=O)NC(C)=C1[N+](=O)[O-] (centres undefined)	1.6	-11	-10	-14	0	10
28	CCOC(=O)c1nc(S(C)(=O)=O)ncc1N1CCOCC1	-3.0	1	-7	-10	13	-9
29	C=CCN1CCN(C(=O)CCc2ccccc2)CC1	-0.9	12	-5	-3	-17	17
30	Cc1ccc(-n2c(CC#N)n[nH]c2=S)c(C)c1	2.6	4	0	12	8	-9

#	phage Ecoli inh	HTR5A inv ctr	MOR-DOR ag	AddAB inh	Tat export inh
16	3.9	10	-2.0	-0.3	1
17	0.0	4	-2.8	0.1	-1
18	0.8	-9	7.9	0.1	3
19	-0.1	7	-1.6	0.6	0
20	2.4	6	-2.5	2.3	-9
21	4.0	1	-0.8	-0.4	4
22	1.9	-10	-0.2	4.1	8
23	2.1	-7	0.1	x	-8
24	1.9	-4	-0.4	0.3	12
25	1.3	-4	-1.0	-0.9	-3
26	5.2	13	-4.0	-0.2	15
27	2.7	8	-2.2	-1.4	-6
28	1.7	-18	1.5	-0.1	-5
29	2.4	-7	-3.5	0.8	-8
30	1.5	-14	1.8	0.6	18

Three of the compounds above, as tab-separated lines:
entry	molecule	E coli growth	PKA-R2B activ	PKA-R1A activ	SUMO Mot1 rescue	PfHsp90 yeast 2	OPRM1-OPRD1 inv	phage Ecoli inh	HTR5A inv ctr	MOR-DOR ag	AddAB inh	Tat export inh
3	Cc1cccc2cc(CN(C(=O)c3cnccn3)C3CCCCC3)c(Cl)nc12	0.2	2	3	-38	7	-36	2.3	-26	6.5	0.4	-9
4	CCn1cc(/C=C(\NC(=O)c2ccccc2F)C(=O)NCCN2CCOCC2)c2ccccc21	0.7	3	1	-8	-28	15	1.6	-3	-2.9	1.2	-5
5	COc1cc2c(cc1OC)C(C)N(C(=O)c1ccc(Br)o1)CC2 (centres undefined)	-3.8	-23	2	4	-8	12	2.9	-18	-2.3	1.5	1

Continuation:
#	canonical_smiles	E coli growth	PKA-R2B activ	PKA-R1A activ	SUMO Mot1 rescue	PfHsp90 yeast 2	OPRM1-OPRD1 inv
31	Cc1nnsc1SCC(=O)O	-1.4	-3	2	11	-2	9
32	C=CCN(C/C(=N\O)c1sc(C(=O)OCC)nc1C)c1cccc(Br)c1	-0.9	-12	-12	-5	-7	-44
33	COC(=O)c1ccccc1NC(=O)CN1CCC(C(=O)c2ccc3c(c2)OCCO3)CC1	-1.0	-1	1	-4	4	-9
34	CC(=O)O[C@]1(C(C)=O)CCC2C3CCC4=C/C(=N/OCC(=O)O)CC[C@]4(C)C3CC[C@@]21C (some centres undefined)	-4.1	0	-4	48	-5	2
35	C=CC(=C)CC(NC)c1ccccc1 (centres undefined)	-2.7	2	-10	-5	x	6
36	COc1cc(/C=C(\C#N)c2nc3ccccc3[nH]2)cc(Br)c1OCc1ccccc1	1.4	-3	1	487*	x	-5
37	Nc1c(Cl)ncnc1NCCc1ccc(O)cc1	-0.4	2	-3	-14	12	-6
38	Cc1c(Cl)cccc1NC(=O)C1CC(=O)N(C2CCCC2)C1 (centres undefined)	x	-4	1	x	11	0
39	N#CC(Cc1ccccc1OC(F)F)c1nc2ccccc2[nH]1 (centres undefined)	0.0	0	0	-6	10	15
40	Cc1cccc(C(=O)O/N=C(\N)Cc2ccc([N+](=O)[O-])cc2)c1	2.1	-1	-13	5	2	-65
41	Cc1ccc(-c2cc(C#N)c(=O)n(Cc3c(Cl)cccc3Cl)c2)cc1	-1.2	-21	-1	-13	20	15
42	COc1ccc(-c2cc(=O)n(-c3ccc([N+](=O)[O-])cc3)[nH]2)cc1	2.4	-13	-3	-6	49	22
43	COc1ccc(S(=O)(=O)Nc2cccc3c2O[C@H](CN(C)S(=O)(=O)c2cn(C)cn2)[C@@H](C)CN([C@H](C)CO)C3=O)cc1	0.5	-3	-5	-12	1	8
44	COC(=O)Cc1c(C)nc2nc(NCc3c(F)cccc3Cl)[nH]n2c1=O	0.4	-7	8	-4	2	11
45	O=C(NC1CCN(Cc2ccccc2)CC1)C1CCN(S(=O)(=O)c2cccc3nsnc23)CC1	0.9	-3	7	-10	10	-1
46	COCCNC(=O)c1ccc(N2CCCCC2)c(NS(=O)(=O)c2ccc(C)cc2)c1	0.9	-9	8	9	7	-1
47	COc1ccc(CN(C)C(C)C(=O)Nc2ccc([N+](=O)[O-])cc2Cl)cc1OC (centres undefined)	-3.2	-6	-8	21	-25	-22

#	phage Ecoli inh	HTR5A inv ctr	MOR-DOR ag	AddAB inh	Tat export inh
31	1.1	-14	-1.8	3.4	7
32	0.5	-59	7.5	-1.6	15
33	1.9	-1	1.7	2.1	15
34	1.0	-14	-0.4	-1.8	-11
35	x	14	-1.1	-0.8	10
36	4.9	1	0.9	-1.0	12
37	2.0	-11	1.1	1.7	-5
38	2.8	4	0.0	x	-10
39	3.7	15	-2.5	3.6	-3
40	3.1	0	12	1.6	-10
41	0.1	11	-2.9	-2.9	-2
42	1.5	1	-4.2	5.4	-1
43	2.5	7	-1.4	1.9	-4
44	0.1	2	-2.7	3.6	11
45	3.7	-37	0.2	-0.1	-3
46	0.9	-6	0.2	2.6	4
47	1.8	-22	4.3	3.5	6
